Compound activity: PubChem BioAssay, National Center for Advancing Translational Sciences (NCATS)
HCV inhibitor: qHTS Assay for Inhibitors of Hepatitis C Virus (HCV). Huh7.5.1 HCVcc-Cre infection, luciferase reporter, 44 h. Potency, µM (series often up to 41.8 µM), without a hit: at the top dose activity change, negative = inhibition, usual class: inhibitors. 340,000 tested, 3.4% active; note: potency is the fitted concentration of half-maximal effect
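Infectious HCVcc-Cre (~0.5 moi) was added to cells just after compound, with cells seeded 4 h earlier at 1,000 per well. Luciferase activity after 44 h culture reported infection; substrate was incubated 15 min at room temperature before reading.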
FBPA Giardia inh: qHTS Assay for Inhibitors of Fructose-1,6-bisphosphate Aldolase from Giardia Lamblia | purified Giardia FBPA | Potency, µM (titrated, usually from 59.6 µM), inactives show at the top dose activity, negative = inhibition, usual class: inhibitors | 290,000 tested, 0.71% active; note: potency is the fitted concentration of half-maximal effect; nearly all actives have a fitted effect of over 55% in size
Target sequence (A8B2U2 whole entry, looked up): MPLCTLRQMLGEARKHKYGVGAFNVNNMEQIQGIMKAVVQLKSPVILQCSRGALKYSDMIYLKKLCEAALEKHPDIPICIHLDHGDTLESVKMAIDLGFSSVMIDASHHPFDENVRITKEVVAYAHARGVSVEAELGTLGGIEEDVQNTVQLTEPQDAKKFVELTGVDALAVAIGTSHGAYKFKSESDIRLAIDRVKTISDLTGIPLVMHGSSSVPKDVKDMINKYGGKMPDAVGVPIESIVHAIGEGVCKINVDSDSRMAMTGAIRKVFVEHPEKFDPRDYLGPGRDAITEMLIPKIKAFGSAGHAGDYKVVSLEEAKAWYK
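40 nM FBPA preincubated 10 min at RT with compound (up to 57.5 uM final), then substrate plus GAPDH/TPI/NAD/arsenate coupling and diaphorase/resazurin added. Fluorescence read after 20 min at RT, 525/598 nm.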
AmpC detergent: qHTS Inhibitors of AmpC Beta-Lactamase (assay with detergent); P00811; AmpC hydrolysis of nitrocefin, absorbance 480 nm, 0.01% Triton; Potency, µM (top dose mostly 114 µM), for the others: at the highest dose activity change, negative = inhibition, hits mostly inhibitors; 370,000 tested, 0.041% active;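 note: potency is the fitted concentration of half-maximal effect; 0% = no-compound wells and -100% = no-enzyme wells; nearly all actives have a fitted effect of over 25% in size; some results filed as inactive show a strong effect at the top dose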
Target sequence (P00811 whole entry, looked up): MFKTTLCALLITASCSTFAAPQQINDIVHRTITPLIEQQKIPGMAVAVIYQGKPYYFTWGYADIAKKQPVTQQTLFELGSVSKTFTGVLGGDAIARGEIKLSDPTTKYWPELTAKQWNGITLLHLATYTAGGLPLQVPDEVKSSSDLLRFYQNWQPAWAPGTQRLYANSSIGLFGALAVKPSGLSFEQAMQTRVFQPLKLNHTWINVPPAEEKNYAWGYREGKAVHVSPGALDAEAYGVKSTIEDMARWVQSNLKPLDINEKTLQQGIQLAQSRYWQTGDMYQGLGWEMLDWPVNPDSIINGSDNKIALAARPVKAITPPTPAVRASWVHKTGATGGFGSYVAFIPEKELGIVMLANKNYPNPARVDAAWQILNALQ
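20 mM phosphate pH 7.0 + 0.01% (detergent screen) or 0.0001% Triton X-100; 5.3 nM AmpC reagent; cpd preinc 15 min RT; nitrocefin (800 uM stock) to start; A480 q20 s × 4 min; Activity was normalised to no-enzyme and no-compound control wells.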
HCMV inh: qHTS Assay for inhibitors of the human cytomegalovirus (HCMV). activity change, negative = inhibition, % at 57.5 µM. HFF cells, HCMV-luciferase reporter, 72 h; active compounds read low. AID 1259415, 2018. 410,000 tested, 4.5% active; in the data active = activity change below about -60%; inconclusive = no clear call, values can overlap the other calls; inactive = above about -39%
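Human foreskin fibroblasts infected with luciferase-reporter HCMV at MOI 1 PFU/cell, compounds at two doses. Luciferase measured 72 h post infection; normalized to buffer-only basal and Salinomycin (10uM) controls.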
Sm TGR block: qHTS Assay for the Inhibitors of Schistosoma Mansoni Peroxiredoxins. 360,000 tested, 3% active. Potency, µM (series often up to 114 µM), without a hit: at the top dose activity change, negative = inhibition, actives largely listed as inhibitors. Schistosoma mansoni thioredoxin glutathione reductase (TGR), Q962Y6. purified TGR, DTNB reduction, TNB absorbance 405 nm; note: potency is the fitted concentration of half-maximal effect; nearly all actives have a fitted effect of over 60% in size
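TGR 20 nM + NADPH 100 uM (dispensed conc.), cpd preinc 15 min RT; start with NADPH (500 uM addition) then DTNB (15 mM addition). Kinetic TNB absorbance, 405 nm filter. Four-parameter Hill fit across titration.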
AMA1 RON2 block: qHTS for Inhibitors of AMA1-RON; Towards Development of Antimalarial Drug Lead: Primary Screen; Plasmodium falciparum AMA1 (3D7) - RON2 peptide interaction; 360,000 tested, 0.2% active; Potency, µM (top dose mostly 58.2 µM), inactives show at the highest dose activity change, negative = inhibition, usual class: inhibitors; AlphaScreen AMA1-biotinylated RON2 peptide binding;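 note: potency is the fitted concentration of half-maximal effect; 0% = vehicle wells and -100% = peptide control; nearly all actives have a fitted effect of over 45% in size; some results filed as inactive show a strong effect at the top dose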
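AMA1 (3D7) with his tag at 25 nM final met compounds first, then biotinylated RON2 peptide at 25 nM; detection used donor plus acceptor beads, 10 µg/mL apiece, read by AlphaScreen after 30 min at room temperature.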
* marks the source's active call; other numbers are inactive results; ? = inconclusive; nt = not tested or not shown; & = joins results of further samples; [ ] = another dose, or the depositor's remark. Unless noted, calls come from the whole dose curve; as a rule, active = well fitted curve in the direction sought with a large enough effect; inconclusive = small, poorly fitted or top-dose-only effect, or another doubt; inactive = no such curve, though single readings can be large; an effect the other way counts as inactive or inconclusive. Unless noted, % is set by controls: 0 for no effect and ±100 for the full control effect.

mol | Sm TGR block | HCV inhibitor | FBPA Giardia inh | AMA1 RON2 block | HCMV inh | AmpC detergent
Nc1nnc(-c2cccc([N+](=O)[O-])c2)o1 | 22% | -5% | 0% | -9% | -36 | 7%
Cc1ccc2c(CSc3nnc(C4CC4)n3N)cc(=O)oc2c1 | -30% | -24% | -4% | 0% | 15 | -14%
C/C(=N\OCC(=O)Nn1c(=O)[nH]c2ccccc2c1=O)c1cccs1 | -17% | 8% | 6% | -3% | ? | -2%
N#C/C(=C\c1cccnc1)C(=O)Nc1ccccc1[N+](=O)[O-] | -1% | 6% | nt | -12% | 78 | 4%
CCCCCN(C(=O)CCC(=O)OCCOc1cccc(C)c1)c1c(N)n(CCCC)c(=O)[nH]c1=O | 6% | -11% | nt | 0% | -21 | 2%
CC(C)c1nn2c(=O)cc(COc3cccc(NC(=O)c4ccco4)c3)nc2s1 | -14% | -14% | nt | -5% | 0 | 3%
CCOC(=O)C1CCCN(C(=O)/C(=C/c2ccco2)NC(=O)c2ccccc2)C1 (configuration not stated) | ? | 0% | 1% | -3% | -6 | -2%
O=C1NC(=O)C(=Cc2coc3ccccc3c2=O)C(=O)N1 | 16µM* | 5% | -9% | -2% | -14 | -2%
Clc1ccc2nc(-c3ccccc3)c(CN3CCOCC3)n2c1 | -3% | -15% | 2% | 1% | -12 | 1%
Cc1ccc(N/C=C/C(=O)c2ccc(C)cc2)cc1 | -24% | -7% | 7% | 0% | 51 | 3%
Cc1oc(-c2cccc(Cl)c2)nc1CS(=O)(=O)CC(=O)NCCCN1CCOCC1 | -34% | -4% | 14% | 0% | 7 | ?
Cc1ccc(C(=O)Nc2cc([N+](=O)[O-])ccc2F)s1 | 3% | 15% | -1% | 10% | 3 | ?
COc1ccc(CN2CCC(C(=O)NCCc3ccc(OC)c(OC)c3)CC2)c(OC)c1 | 3% | 8% | 6% | 0% | -9 | -2%
Cc1c(C)c(C)c(C(=O)C2CCN(c3ccc([N+](=O)[O-])cn3)CC2)c(C)c1C | 7% | ? | 8% | 5% | 6 | -7%
CC(C)N(C(=O)[C@H]1C[C@H](CC(=O)NCC23CC4CC(CC(C4)C2)C3)C(=O)N2CCc3c([nH]c4cc(CCC(=O)N(C)C)ccc34)[C@]12C)C(C)C | nt | 21% | nt | 3% | -9 | nt
COc1ccc(C(=O)N(C)c2ccccc2C(=O)NCCc2ccccc2)cc1 | 7% | ? | 3% | 0% | -97* | -14%
O=C(O)CC1(CC(=O)Nc2ccc(C(F)(F)F)cc2)CCCC1 | -8% | 20% | 6% | 1% | -20 | 0%
CC(C)C[C@H](NC(=O)OC(C)(C)C)c1n[nH]c(=S)n1N | 1% | 36%[activator] | ? | -11% | -15 | -12%
O=C(CCC(=O)Nc1ccccc1)N/N=C/c1cccnc1 | 16% | 5% | 3% | 19% | -12 | -2%
O=C(O)C(NC(=O)c1ccccc1)=C(Cl)Cl | nt | 6% | nt | 7% | 22 | nt
CSc1cccc(NC(=O)c2cccc(N3CCCS3(=O)=O)c2)c1 | 2% | nt | nt | nt | 23 | 2%
COc1ccc(C(=O)NCC(=O)OCC(=O)N2CCN(S(=O)(=O)c3ccccc3)CC2)cc1 | -6% | 1% | 20% | -9% | -18 | -8%
CCOc1ccc(-c2ncncc2-c2ccc(OC)c(OC)c2)c(O)c1 | 0% | -10% | -7% | -5% | 93 | -14%
COC(=O)N1C(=O)[C@@](CC(C)C)(c2ccccc2)N1C(=O)OC | 3.5µM* | nt | 0% | nt | nt | -2%
Cc1ccc(C)c(/C(O)=C2\C(=O)C(=O)N(CCCn3ccnc3)C2c2cccnc2)c1 (configuration not stated) | -34% | -7% | -1% | 0% | 25 | -4%
CN(CC(=O)NCCN1CCOCC1)S(=O)(=O)c1ccc(Cl)cc1 | nt | -4% | nt | 1% | 59 | nt
Cc1cccc(C)c1NC(=O)C(c1ccccc1)N1CCC2(CC1)OCCO2 (configuration not stated) | nt | 11% | nt | -9% | 29 | nt
O=C(O)c1cc(NCc2ccccc2)ccc1N1CCOCC1 | -2% | 19% | 2% | 4% | 39 | -8%
CCCSC1=C(C#N)C(c2ccc(OC)cc2)C2=C(CC(C)(C)CC2=O)N1 (configuration not stated) | -34% | ? | 0% | 7% | -8 | -10%
CC(=O)c1cccc(NC(=O)C2CCN(S(=O)(=O)c3cccs3)CC2)c1 | -33% | -12% | 5% | 3% | -1 | -12%
Cc1ccc(NC(=O)CN(C)C(=O)C(C)N2CCN(Cc3ccccc3C)CC2)cc1 (configuration not stated) | 1% | ? | nt | 0% | 0 | ?
CCOc1cc(CN2CCSCC2)ccc1O | 40µM* | -13% | -11% | -11% | -17 | ?
CN(C(=O)COC(=O)Cn1c(C(F)(F)F)nc2ccccc21)c1c(N)n(Cc2ccccc2)c(=O)[nH]c1=O | 2% | 22% | nt | 1% | -32 | 3%
c1ccc(CC2CCN(c3nnnn3-c3ccccc3)CC2)cc1 | 8% | -5% | 16% | -2% | -2 | 3%
O=C(NC12CC3CC(CC(C3)C1)C2)c1ccc(S(=O)(=O)N2CCOCC2)cc1 | -12% | 4% | 8% | 0% | 22 | -13%
O=C(CN1CCN(Cc2ccc(Cl)cc2)C1=O)N1CCC2(CC1)OCCO2 | 4% | 16% | 4% | 5% | 8 | ?
Oc1cccc(C(Nc2nccs2)c2ccc3cccnc3c2O)c1 (configuration not stated) | 18µM* | ? | ? | -27% | -93* | 8%
O=c1cc(CSc2n[nH]c(-c3ccccc3)n2)[nH]c2ccccc12 | 0% | nt | nt | nt | ? | -1%
CC(C)c1ccc(NC(=O)c2cc(S(=O)(=O)NCCc3ccccc3)ccc2F)cc1 | 4% | nt | nt | nt | ? | -1%
CCOc1ccc(NC(=O)CN(C)C(=O)c2nc3nc(C)cc(C)n3n2)cc1OCC | 1% | 19% | nt | 79%[activator] | 59 | -14%
CCN1C(=O)/C(=C2\C=Cc3ccccc3N2CC)OC1=S | nt | -8% | nt | -24% | -29 | nt
CCOc1ccc(CCNS(=O)(=O)c2cccc3nsnc23)cc1OCC | 1% | -20% | 2% | -3% | 6 | 4%
O=C(N/N=C/c1ccco1)c1ccc2nc[nH]c2c1 | ? | 5% | -4% | 11% | -17 | 5%
Cc1ccc(NC(=O)CN2C(=O)NC(C)(CCc3ccccc3)C2=O)cc1 (configuration not stated) | -1% | -11% | 0% | -18% | 43 | 1%
CC(=O)Nc1ccc(S(=O)(=O)N2CCN(c3nc(C)cc(C)n3)CC2)cc1 | 0% | -15% | 11% | -5% | 17 | -11%
CC(C)(CNC(=O)CNC(=O)C1CCCCC1)N1CCOCC1 | -12% | 8% | nt | -2% | -4 | 2%
O=C1NC2(CCCC2)C(=O)N1CCS(=O)(=O)Oc1ccccc1 | -3% | 11% | 7% | 0% | 13 | 1%
Cc1nn(CC(=O)N2N=C(C(F)F)CC2(O)C(F)F)c(C)c1[N+](=O)[O-] (configuration not stated) | -6% | 21% | -1% | 6% | -37 | -14%
O=c1c2ccccc2[nH]c(=S)n1CCN1CCCC1 | -2% | 18% | -8% | 1% | 35 | 1%
CCC(C)Sc1nnc(NC(=O)C2CCN(C(=O)c3ccco3)CC2)s1 (configuration not stated) | -1% | -1% | -7% | -22% | 6 | -4%

One compound at a time (already shown). Values in the order: Sm TGR block | HCV inhibitor | FBPA Giardia inh | AMA1 RON2 block | HCMV inh | AmpC detergent
Record of `O=c1c2ccccc2[nH]c(=S)n1CCN1CCCC1` = -2% | 18% | -8% | 1% | 35 | 1%
Record of `CCOc1ccc(CCNS(=O)(=O)c2cccc3nsnc23)cc1OCC` = 1% | -20% | 2% | -3% | 6 | 4%
Record of `O=C1NC2(CCCC2)C(=O)N1CCS(=O)(=O)Oc1ccccc1` = -3% | 11% | 7% | 0% | 13 | 1%
Record of `Cc1ccc(NC(=O)CN2C(=O)NC(C)(CCc3ccccc3)C2=O)cc1` (configuration not stated) = -1% | -11% | 0% | -18% | 43 | 1%
Record of `CC(=O)Nc1ccc(S(=O)(=O)N2CCN(c3nc(C)cc(C)n3)CC2)cc1` = 0% | -15% | 11% | -5% | 17 | -11%

Returning to the listing; the 3 compounds before the break are reprinted first.
mol | Sm TGR block | HCV inhibitor | FBPA Giardia inh | AMA1 RON2 block | HCMV inh | AmpC detergent
Cc1nn(CC(=O)N2N=C(C(F)F)CC2(O)C(F)F)c(C)c1[N+](=O)[O-] (configuration not stated) | -6% | 21% | -1% | 6% | -37 | -14%
O=c1c2ccccc2[nH]c(=S)n1CCN1CCCC1 | -2% | 18% | -8% | 1% | 35 | 1%
CCC(C)Sc1nnc(NC(=O)C2CCN(C(=O)c3ccco3)CC2)s1 (configuration not stated) | -1% | -1% | -7% | -22% | 6 | -4%
C=CCSC1=Nc2sccc2C2=NC(=O)CN12 | 53%[activator] | -2% | 1% | 2% | -6 | -10%
O=C(N[C@@H](c1ccccc1)[C@@H]1C[C@H]1C(=O)NCc1ccccn1)OCc1ccccc1 | -1% | -5%[8.37 µM] | 1%&3% | 27% | -7 | ?
CC(C)[C@@H](C(=O)N1CCCC1)N1C(=O)N2CCc3c([nH]c4ccccc34)[C@@]2(C)C1=O | -16% | -4% | -3% | -3% | -26 | -11%
O=C(Nc1ccc2c(c1)OCO2)c1ccc2c(c1)OCO2 | 7% | -9% | -1% | -6% | 8 | -7%
C[C@H](CO)N1C[C@H](C)[C@@H](CN(C)C(=O)Nc2ccc3c(c2)OCO3)Oc2ccc(NS(=O)(=O)c3ccc(F)cc3)cc2C1=O | nt | 0% | nt | 11% | 4 | nt
c1ccc(-c2nc3ccccc3s2)nc1 | -9%&10% | 15%&-6% | -1%&-1% | 7%&4% | 76&93 | -10%&7%

Rows were taken by chance; any-hit rate near 9.3%.
